# GIRK2 activator – Activators of human GIRK2-containing channels; 34,000 tested, under 10 active; AID 1259324; HEK293 GIRK2/NPY4 cells, thallium flux fluorescence; P48051; activation (% efficacy), % for hits at 37.5 µM;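 active means primary screen hit, no activity in plain HEK293 cells, and in GIRK2-only cells above 5% efficacy rising with concentration; inactive means the rest, including fluorescent compounds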;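 further: efficacy is normalized control-subtracted fluorescence 15 s after thallium addition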
# Target sequence (P48051 whole entry, looked up): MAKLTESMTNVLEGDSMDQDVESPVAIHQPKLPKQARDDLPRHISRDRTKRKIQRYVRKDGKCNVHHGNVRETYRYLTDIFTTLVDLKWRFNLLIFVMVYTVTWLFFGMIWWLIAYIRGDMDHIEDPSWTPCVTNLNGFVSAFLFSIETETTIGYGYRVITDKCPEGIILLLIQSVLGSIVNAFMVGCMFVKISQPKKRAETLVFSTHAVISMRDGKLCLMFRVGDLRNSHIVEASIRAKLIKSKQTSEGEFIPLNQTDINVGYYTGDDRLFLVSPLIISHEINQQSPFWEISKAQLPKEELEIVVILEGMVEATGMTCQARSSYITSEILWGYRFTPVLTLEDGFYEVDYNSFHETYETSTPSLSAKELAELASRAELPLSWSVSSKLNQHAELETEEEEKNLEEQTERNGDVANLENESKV
# Calls only; i = inactive. Not all compounds are listed (hit frequency here may not be typical).
compound | GIRK2 activator
COc1ccc(NS(=O)(=O)c2ccc(-c3ccc(OC)cc3)cc2)cc1 | i
O=C(CSc1nnc(-c2ccncc2)o1)N1CCCC1 | i
Cn1c(-c2cccs2)nn(CCNS(=O)(=O)c2ccccc2Cl)c1=O | i
Cc1ccc(NC(=O)NCC(C)N2CCCC2)cc1 (stereo not drawn) | i
COc1ccccc1CCNS(=O)(=O)c1cc2c3c(c1)CCN3C(=O)CC2 | i
CC(C)S(=O)(=O)c1cccc(C(=O)Nc2ccc3c(c2)C(=O)NC3=O)c1 | i
COc1ccc(CNC(=O)Nc2ccc3nc(N4CCN(C)CC4)cc(C)c3c2)cc1OC | i
O=C(NCCc1ccccc1)N1CCC(c2ccsc2)CC1 | i
CCNC(=O)N1CCN(Cc2nc(-c3ccc(Cl)cc3)cs2)CC1 | i
Cn1c(=O)c2c(nc(NCCc3ccccc3)n2CC(=O)O)n(C)c1=O | i
O=C(NCC(O)(c1cccs1)C1CC1)NC1CCCCC1 (stereo not drawn) | i
CC(C)(C)c1ccc(C(=O)Nc2ccc(-n3nnn(CC(N)=O)c3=O)cc2)cc1 | i
COC(=O)N1CCC(CNS(=O)(=O)c2cc(C)ccc2C)CC1 | i
COc1ccccc1CCNC(=O)Cc1cc(-c2ccccc2)on1 | i
CN1CCOc2ccc(NC(=O)CCS(=O)(=O)c3ccccc3)cc2C1=O | i
Cc1cccc2[nH]c(SCC(=O)N(c3ccccc3)C(C)C)nc12 | i
COc1ccc2nc(-c3ccc(NC(=O)c4cccs4)cc3)cn2n1 | i
CC(C)OCCCNC(=O)C(=O)NCCC1=CCCCC1 | i
COc1ccc(OCC(=O)Nc2ccc3c(c2)N(C(=O)C2CCCO2)CC3)cc1 (stereo not drawn) | i
CC(C)(C)NC(=O)N1CCC(CNC(=O)c2cc(Cl)ccc2Cl)CC1 | i
COc1cc(C2c3cccn3CCN2S(=O)(=O)c2ccc(F)cc2F)cc(OC)c1OC (stereo not drawn) | i
CCn1c(SCc2ccc(C(=O)OC)cc2)nnc1-c1cn(C)nc1OC | i
COC(=O)c1ccccc1NC(=O)c1cc(N2C(=O)CCS2(=O)=O)ccc1Cl | i
Fc1cc2sc(N3CCOCC3)nc2c(F)c1F | i
COc1ccccc1OCC(O)CN1CCN(C(c2ccccc2)c2ccccc2)CC1 (stereo not drawn) | i

# Additional structures follow.
compound | GIRK2 activator
CCCCOc1ccc(NC(=O)Nc2ccc3c(c2)CCC(=O)N3)cc1 | i
Cc1ccc(C)c(S(=O)(=O)N2CCN(c3ccc4nnc(-c5ccco5)n4n3)CC2)c1 | i
O=C(NCCc1ccsc1)Nc1ccccc1C(F)(F)F | i
Cc1nc(-c2ccccc2)sc1CC(=O)NCCC1=CCCCC1 | i
O=C(NCC1CCN(C(=O)/C=C/c2ccco2)CC1)NC(c1ccccc1)c1ccccc1 | i
O=C(NCc1cccc2ccccc12)Nc1cccc(N2CCCS2(=O)=O)c1 | i
N#C/C(=C\N1CCN(Cc2ccccc2)CC1)C(=O)Nc1cccc(Cl)c1 | i
Nc1c(C(=O)NCc2ccco2)cnc2nc3ccccc3n12 | i
CCOc1ccc2nc(N(Cc3ccncc3)C(=O)c3ccc([N+](=O)[O-])s3)sc2c1 | i
CSc1ccccc1NC(=O)c1cc(-c2cccs2)nn1C | i
COc1ccc(C)cc1S(=O)(=O)Nc1ccc(C)c(N2CCCC2=O)c1 | i
O=C1CC(C(=O)N2CCN(c3ccc(F)cc3)CC2)c2ccccc21 (stereo not drawn) | i
COc1ccc(NC(=O)/C(C#N)=C/N2CCN(c3cccc(C)c3C)CC2)cc1 | i
COc1ccc(/C=C2\Oc3c(cc4c(c3C)OCN(Cc3ccco3)C4)C2=O)cc1OC | i
C=CCOc1ccccc1-n1c(C)cn2c3c(=O)n(C)c(=O)n(C)c3nc12 | i
Cc1cccc(NC(=O)CN2C(=O)c3ccccc3S2(=O)=O)c1C | i
COc1ccccc1CNC(=O)C(=O)Nc1ccc2c(c1)N(C(=O)C(C)C)CCC2 | i
CN(C)c1ccc(CCCNC(=O)C(=O)NC(C)(C)C)cc1 | i
COc1ccc(CCS(=O)(=O)Nc2ccc(CC(=O)NC3CC3)cc2)cc1 | i
COc1ccc(S(=O)(=O)CCCC(=O)Nc2nc3ccc4nc(C)sc4c3s2)cc1 | i
O=C(NCCn1nc(-n2cccn2)ccc1=O)c1cc(=O)c2ccccc2o1 | i
CN(C)C(CNC(=O)C(=O)NC1CCCC1)c1cccc2ccccc12 (stereo not drawn) | i
O=C(NCCN1CCOC(c2ccccc2)C1)c1cccs1 (stereo not drawn) | i
CC(C)Oc1ccc(C(=O)Nc2ccc(CC(=O)NCC(F)(F)F)cc2)cc1 | i
O=C(NCc1nc2ccccc2n1CC1CCCCC1)c1ccco1 | i

# An excerpt from above in order of heavy-atom count, rising.
compound | GIRK2 activator
Fc1cc2sc(N3CCOCC3)nc2c(F)c1F | i
Cc1ccc(NC(=O)NCC(C)N2CCCC2)cc1 (stereo not drawn) | i
O=C(CSc1nnc(-c2ccncc2)o1)N1CCCC1 | i
CC(C)OCCCNC(=O)C(=O)NCCC1=CCCCC1 | i
CN(C)c1ccc(CCCNC(=O)C(=O)NC(C)(C)C)cc1 | i
Nc1c(C(=O)NCc2ccco2)cnc2nc3ccccc3n12 | i
Cc1nc(-c2ccccc2)sc1CC(=O)NCCC1=CCCCC1 | i
CC(C)(C)NC(=O)N1CCC(CNC(=O)c2cc(Cl)ccc2Cl)CC1 | i
CCCCOc1ccc(NC(=O)Nc2ccc3c(c2)CCC(=O)N3)cc1 | i
CCn1c(SCc2ccc(C(=O)OC)cc2)nnc1-c1cn(C)nc1OC | i
O=C(NCCn1nc(-n2cccn2)ccc1=O)c1cc(=O)c2ccccc2o1 | i
CC(C)(C)c1ccc(C(=O)Nc2ccc(-n3nnn(CC(N)=O)c3=O)cc2)cc1 | i
COc1ccc(S(=O)(=O)CCCC(=O)Nc2nc3ccc4nc(C)sc4c3s2)cc1 | i
Cc1ccc(C)c(S(=O)(=O)N2CCN(c3ccc4nnc(-c5ccco5)n4n3)CC2)c1 | i
COc1ccccc1OCC(O)CN1CCN(C(c2ccccc2)c2ccccc2)CC1 (stereo not drawn) | i
COc1ccc(CNC(=O)Nc2ccc3nc(N4CCN(C)CC4)cc(C)c3c2)cc1OC | i

# Other results follow.
compound | GIRK2 activator
O=C(NCCC1=CCCCC1)C1CCCN(c2cc(-n3cccn3)ncn2)C1 (stereo not drawn) | i
O=C(NCC1CCN(S(=O)(=O)C2CC2)CC1)Nc1ccccc1C(F)(F)F | i
COc1ccc(S(=O)(=O)CC(=O)Nc2nc3cc(C)cc(C)c3s2)cc1 | i
COc1ccc(Nc2cc(C(=O)N3CCSCC3)nc3ccc(C)cc23)c(OC)c1 | i
O=c1ccc(-c2ccncc2)nn1CCNS(=O)(=O)c1ccc(F)c(Cl)c1 | i
NS(=O)(=O)c1ccc(CNC(=O)CCc2csc(NS(=O)(=O)c3ccccc3)n2)cc1 | i
Cc1nn(C2CCS(=O)(=O)C2)c2nc(-c3cccs3)cc(C(=O)Nc3ccc(F)cc3)c12 (stereo not drawn) | i
Cc1ccccc1OCc1occc1C(=O)Nc1cccc(-n2cnnn2)c1 | i
Cc1n[nH]c(C)c1S(=O)(=O)Nc1ccc2c(c1)N(C(=O)c1ccco1)CC2 | i
O=C(NCc1cccs1)Nc1ccc2c(c1)C(=O)N1CCCCC1CCO2 (stereo not drawn) | i
CC1CN(CC(=O)Nc2sc3c(c2C#N)CCCC3)CC(C)O1 (stereo not drawn) | i
CC(C)S(=O)(=O)c1ccc(C(=O)Nc2c(C(N)=O)oc3ccccc23)cc1 | i
CCOc1ccc(NC(=O)Cc2csc(NC(=O)C3CCC(=O)N3)n2)cc1 (stereo not drawn) | i
O=C(NCCC(O)c1ccco1)NCc1ccc(F)cc1 (stereo not drawn) | i
COc1ccc(OCC(O)CN2CCN(c3cccc(Cl)c3)CC2)cc1 (stereo not drawn) | i
CC1CC(=O)N(Cc2ccc(F)cc2)c2ccccc2N1 (stereo not drawn) | i
O=C(Cn1cnc2c(sc3cccc(Cl)c32)c1=O)N1CCN(c2ccccc2F)CC1 | i
Cc1cc(C)cc(C(=O)Nc2cccc(N3CCCCC3=O)c2)c1 | i
CC(C)(C)n1nc2c(c1NC(=O)c1ccc(Br)o1)CS(=O)C2 (stereo not drawn) | i
Cc1c(Cl)ccc2sc(N(CCN3CCOCC3)C(=O)CCc3ccccc3)nc12 | i
CC(C)Cn1c(=O)c2nscc2n(CC(=O)NC2CCCC2)c1=O | i
COc1ccc(CC(=O)N2CCN(c3cc(OC(C)C)nc(C)n3)CC2)cc1 | i
COc1ccc(NC(=O)c2nnn3cc(C)[nH]c(=O)c23)c(C)c1 | i
O=C(NCC1CCN(C(=O)c2cc3ccccc3o2)CC1)c1ccc(C(F)(F)F)cc1 | i
CCOCCn1c(-n2nc(C)cc2C)nc2c1c(=O)n(Cc1cccc(C)c1)c(=O)n2C | i

# Carrying on:
Structure	GIRK2 activator
Cc1cn2c3c(=O)n(Cc4ccc(Cl)cc4)c(=O)n(C)c3nc2n1CCCN(C)C	i
O=C(c1cnccn1)N1CC(C(=O)N2CCN(c3ccccn3)CC2)C1	i
CC1C(=O)NCCN1C(=O)c1cccc(S(C)(=O)=O)c1 (stereo not drawn)	i
Cc1ccc(C)c(C(=O)NCC2CCN(c3ncccn3)CC2)c1	i
O=C(CCCn1nc(-c2ccco2)ccc1=O)NCc1cccs1	i
Cn1cccc1C(CNC(=O)c1ccc(F)cc1)N1CCc2ccccc2C1 (stereo not drawn)	i
O=C(NCCCn1nc(-c2cccs2)ccc1=O)c1c(F)cccc1F	i
CCCC(O)c1nc2ccccc2n1CCCOc1ccc(OC)cc1 (stereo not drawn)	i
O=C(NCC1COC2(CCCCC2)O1)c1cccc2ccccc12 (stereo not drawn)	i
CCOC(=O)Cn1c(=NC(=O)c2cc(C)no2)sc2cc(SC)ccc21	i
COC(=O)N1CCC(CNC(=O)c2cc(OC)cc(OC)c2)CC1	i
Cc1noc(C2CN(C(=O)CSc3nc4ccccc4s3)C2)n1	i
O=C(CS(=O)(=O)c1cccs1)Nc1ccc2c(c1)OCO2	i
CC(=O)Nc1ccc(OCC(O)CN(c2cccc3ccccc23)S(C)(=O)=O)cc1 (stereo not drawn)	i
COC(=O)C1CCN(C(=O)C(=O)Nc2c3c(nn2-c2ccccc2)CS(=O)(=O)C3)CC1	i
Cc1cc(C)cc(OCC(=O)N2CCN(c3ccc4nnc(-c5ccco5)n4n3)CC2)c1	i
Cc1noc(C2CN(C(=O)c3ccc(=O)n(C)n3)C2)n1	i
O=C(c1ccc(Br)o1)N(Cc1ccccn1)Cc1ccco1	i
O=C(CC1CCCC1)NCCn1ncc2c(N3CCN(c4ncccn4)CC3)ncnc21	i
CCCNC(=O)Cn1nc2c(c1NC(=O)c1ccc(-c3ccccc3)cc1)CSC2	i
COc1ccc(S(=O)(=O)CCC(=O)Nc2ccccc2C#N)cc1	i
Cc1c(C)c(C)c(S(=O)(=O)NCC(C)(O)c2ccc3c(c2)OCO3)c(C)c1C (stereo not drawn)	i
O=C(CSc1nnc(CCn2ccc(=O)[nH]c2=O)o1)NCc1ccco1	i
Cc1ccc(S(=O)(=O)CCCC(=O)Nc2nc(-c3ccc(F)cc3)cs2)cc1	i
Cc1cc(C(=O)N(CC2CCCO2)c2nc3ccc(Cl)cc3s2)on1 (stereo not drawn)	i
COc1ccc(-c2csc(SCC(=O)NCc3ccc(C(=O)O)cc3)n2)cc1	i
Cn1nc(NC(=O)c2cccc(Cl)c2)c2c1NC(=O)CC2c1ccccc1 (stereo not drawn)	i
COc1cccc(NS(=O)(=O)c2cc3c4c(c2)CCC(=O)N4CCC3)c1	i
CCOC(=O)Cn1c(C2CC(=O)N(c3ccc(Cl)cc3)C2)nc2ccccc21 (stereo not drawn)	i
COc1cc(OC)c(NC(=O)NCCNc2cc(-n3nc(C)cc3C)ncn2)cc1Cl	i

# (more compounds)
Structure	GIRK2 activator
COc1ccc(Nc2nnc(Cc3ccc(C(C)C)cc3)c(=O)[nH]2)cc1OC	i
O=C(/C=C/c1ccsc1)NCCC(O)C1CC1 (stereo not drawn)	i
CSc1cccc(N2CC(c3nc4ccccc4n3CCCN(C)C)CC2=O)c1 (stereo not drawn)	i
O=C(NCC1(c2ccc(F)cc2)CC1)c1ccc(Cl)cc1Cl	i
COCc1cc(=O)[nH]c2cc(NC(=O)c3ccc(Cl)s3)ccc12	i
Cc1csc(C(=O)NCCc2ccsc2)c1	i
Cc1cc(-c2nnc(SCC(=O)c3ccc(F)c(F)c3)o2)c(C)o1	i
Cc1ccc(N2C(=NC(=O)c3ccccc3)SC3CS(=O)(=O)CC32)cc1 (stereo not drawn)	i
NC(=O)C1Cc2ccccc2N1C(=O)COc1ccc2ccccc2c1 (stereo not drawn)	i
CCOC(=O)CCC(=O)Nc1cc(C)nn1-c1nc(-c2ccccc2)cs1	i
COc1ccc(S(=O)(=O)CC(=O)Nc2nc(-c3cc(Cl)sc3Cl)cs2)cc1	i
Cc1nnc2ccc(-c3cccc(NC(=O)Cc4ccccc4Cl)c3)nn12	i
CS(=O)(=O)N1CCCC1C(=O)Nc1nc2ccc(Cl)cc2s1 (stereo not drawn)	i
C=CCSc1nnc(NC(=O)c2snnc2CC)s1	i
NS(=O)(=O)c1ccc(CCNC(=O)CN2C(=O)c3ccccc3S2(=O)=O)cc1	i
O=C(Nc1ccccc1F)C12CC3CC(CC(C3)C1)C2	i
COc1cccc(CNC(=O)c2ccc(N3CCCCS3(=O)=O)cc2)c1	i
O=C(Nc1ccccn1)c1ccc(Cl)c(S(=O)(=O)N2CCCCCC2)c1	i
COc1ccc(CCNC(=O)Nc2nnc(-c3ccc(F)cc3F)o2)cc1	i
CCc1ccc(S(=O)(=O)N2CCN(c3ccc(-c4ccco4)nn3)CC2)s1	i
COc1ccc(Cl)cc1NC(=O)Nc1ccccc1NC(=O)c1ccccn1	i
O=C(CS(=O)(=O)Cc1ccccc1)Nc1ccc2c(c1)OCCO2	i
CCCCN1C(=O)CCc2cc(NC(=O)c3ccc(OC(C)C)cc3)ccc21	i
COc1ccc(S(=O)(=O)Nc2nc(C(=O)NC3CCCC3)cs2)cc1	i

# Assay outcomes from PubChem.
